# ERAP1 HTS inh = human ERAP1 aminopeptidase inhibitors, primary screen, biochemical, single point, plate reader. Endoplasmic reticulum aminopeptidase 1 (Homo sapiens), Q9NZ08. recombinant ERAP1, Leu-AMC fluorescence, 60 min. inhibition, % at 10.7 µM. 340,000 tested, 0.15% active;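 active = mean replicate inhibition of at least 30%, or all replicates individually reaching that 30% level; inactive = mean below 30% and not every replicate reaching it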;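 note: 0% = neutral control wells and 100% = L-leucinethiol positive control wells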
# E-selectin induc = E-selectin induction in HUVECs, primary screen, imaging, HUVEC, immunofluorescence imaging, single point; activation, % at 7.58 µM; 260,000 tested, 0.37% active; P16581; normalized: neutral wells 0, TNF-alpha wells 100; AID 686992, 2013;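 active = mean E-selectin-positive cell signal at least 10% of the positive control, reached in at least 60% of replicates, without over 20% cell loss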;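 note: in these data hits start at about 27%; measured in HUVEC primary endothelial cells; signal is the percent of cells scored E-selectin positive by PE staining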
# Target sequence (P16581 whole entry, looked up): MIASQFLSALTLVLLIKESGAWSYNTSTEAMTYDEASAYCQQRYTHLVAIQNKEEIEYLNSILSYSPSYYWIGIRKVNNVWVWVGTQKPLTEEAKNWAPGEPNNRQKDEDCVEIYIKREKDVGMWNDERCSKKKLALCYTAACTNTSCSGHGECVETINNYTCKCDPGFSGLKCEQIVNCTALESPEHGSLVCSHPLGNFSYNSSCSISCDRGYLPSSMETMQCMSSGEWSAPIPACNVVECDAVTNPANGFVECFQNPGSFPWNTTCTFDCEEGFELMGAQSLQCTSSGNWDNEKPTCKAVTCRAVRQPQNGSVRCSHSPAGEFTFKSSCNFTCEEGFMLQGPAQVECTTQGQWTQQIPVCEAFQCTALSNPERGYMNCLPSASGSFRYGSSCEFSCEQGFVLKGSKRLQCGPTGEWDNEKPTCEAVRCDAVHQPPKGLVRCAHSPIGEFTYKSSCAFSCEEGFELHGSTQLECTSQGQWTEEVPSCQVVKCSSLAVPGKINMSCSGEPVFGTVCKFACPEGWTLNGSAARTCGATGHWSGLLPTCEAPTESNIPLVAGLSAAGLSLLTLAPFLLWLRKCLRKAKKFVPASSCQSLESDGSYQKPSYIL
#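 material = human umbilical vein endothelial cells (HUVEC), E-selectin induction | quantity = 3,000 cells/well | medium = EGM-2 growth medium on 0.1% gelatin-coated wells | technique = immunofluorescence imaging | read-out basis = % PE-positive cells | control set = TNF-alpha positive control, DMSO neutral control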
# miR122 inh = miR-122 Renilla sensor signal increase in Huh7, primary screen, miR-122 inhibitor project, cell-based, single point, plate reader; activation (reporter increase), % at 12.5 µM; Huh7 miR-122 Renilla luciferase sensor, 48 h; neutral wells = 0, positive control = 100; 340,000 tested, 0.3% active; AID 602342, 2012;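 active = mean replicate activation score at least 90 and every replicate individually at or above 90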;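 note: higher luciferase means less miR-122 activity so hits act as miR-122 inhibitors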
# PglD inh = C. jejuni PglD acetyltransferase inhibitors, primary screen, biochemical, DTNB colorimetric, single point; UDP-N-acetylbacillosamine N-acetyltransferase PglD (Campylobacter jejuni); purified PglD enzyme, DTNB colorimetric CoA detection; inhibition, % at 12.5 µM; 360,000 tested, 0.098% active; in the data active = inhibition above about 16%, passing the limit was not always enough; note: strong numbers were not always called active
# RAD52 anneal inh = RAD52 DNA annealing inhibitors, primary screen, biochemical, FRET, single point, set 2; DNA repair protein RAD52 homolog (Homo sapiens), P43351; recombinant RAD52 DNA annealing, FRET fluorescence; inhibition, % at 18.7 µM; 360,000 tested, 0.46% active; AID 651710, 2012;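 active = every replicate showing at least 50% inhibition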
# Target sequence (P43351 whole entry, looked up): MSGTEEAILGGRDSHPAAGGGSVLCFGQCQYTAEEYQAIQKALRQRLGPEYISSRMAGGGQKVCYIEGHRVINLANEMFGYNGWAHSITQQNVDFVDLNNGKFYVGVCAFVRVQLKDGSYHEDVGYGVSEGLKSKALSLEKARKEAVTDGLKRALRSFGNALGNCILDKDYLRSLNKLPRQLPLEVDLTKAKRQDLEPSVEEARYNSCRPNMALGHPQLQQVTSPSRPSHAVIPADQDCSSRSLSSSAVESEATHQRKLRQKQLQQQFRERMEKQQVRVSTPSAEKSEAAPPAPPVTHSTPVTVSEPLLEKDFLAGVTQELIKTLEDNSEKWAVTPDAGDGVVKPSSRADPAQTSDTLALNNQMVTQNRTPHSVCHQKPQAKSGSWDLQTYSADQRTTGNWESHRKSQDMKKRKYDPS
# PGC1a acetyl inh = inhibitors of PGC1a acetylation signal, primary screen, cell-based, U2OS, AlphaScreen, inhibitor mode | 350,000 tested, 0.17% active | inhibition, % at 15.6 µM | AlphaScreen anti-acetyl-lysine; with virally co-expressed GCN5 acetyltransferase | AID 651687, 2012;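 active = every replicate shows inhibition of at least 40%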;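 note: 0% = neutral control wells and 100% = positive control wells; some results beyond the cut were filed as inactive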
# RAD54 inh = inhibitors of human RAD54 branch migration, primary screen, biochemical, fluorescence, single point; 360,000 tested, 0.14% active; RAD54 Holliday junction branch migration, FAM/BHQ fluorescence; DNA repair and recombination protein RAD54-like (Homo sapiens), Q92698; inhibition, % at 10.4 µM;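 active = mean normalized replicate activity at least 40 and at least half of replicates scoring 40 or more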;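 note: 0% = median of neutral control wells and 100% = median of positive control wells; inhibitors cause a drop in the FAM fluorescence signal; in these data hits start at about 50%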
# Cneo AK release = Cryptococcus neoformans cell lysis inducers, primary screen, AK release luminescence, single concentration. C. neoformans lysis, adenylate kinase release luminescence, 4 h; normalised: neutral wells 0, clomiphene wells 100. lysis activity, % at 15 µM. 360,000 tested, 0.2% active. AID 651654, 2012;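 active = mean lysis activity across replicates of at least 80%, whatever share of replicates individually reach that level; inactive = mean lysis activity below 80%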
#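 Assay system: Cryptococcus neoformans yeast cells / Dosing: single-point compound dose / Timing: 4 h at 37 °C static, read 1 h later / Measured by: luminescence of released adenylate kinase using an AK detection reagent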
# Starred values were filed as active, the others as inactive; · = no result given; [ ] = another dose, or the depositor's remark.
Compound	ERAP1 HTS inh	E-selectin induc	miR122 inh	PglD inh	RAD52 anneal inh	PGC1a acetyl inh	RAD54 inh	Cneo AK release
O=C(Nc1ccc(Cl)cc1)N1CCN(c2ccc3nnc(-c4ccc(F)cc4)n3n2)CC1	·	·	0	5	·	-3	0	0
Cc1ccc(Cl)cc1N(CC(=O)N1CCCCCC1)S(C)(=O)=O	·	·	7	-1	·	2	7	0
COc1cc(C2c3c(-c4cc(C)cc(C)c4O)n[nH]c3C(=O)N2CCCO)cc(OC)c1OC (stereo not drawn)	·	·	-1	-2	·	-2	0	0
CCOc1ccc(Cc2nnc(SCC(N)=O)n2C)cc1	·	·	1	1	·	4	1	1
Nn1c(SCC(=O)Nc2ccc3c(c2)OCO3)nnc1-c1ccc(Cl)cc1	·	·	-26	1	·	·	-4	-1
O=C(O)c1csc(-c2cccc(Cl)c2)n1	·	-0.2	-6	-3	-3	-2	-11	5
COc1ccccc1NC(=O)CSc1nnc(Cc2cc(=O)[nH]c(=O)[nH]2)n1-c1ccccc1	·	·	5	4	·	14	-9	0
COc1ccc(Cc2nc3ccc(C(=O)NCCc4cccc(C)n4)cc3o2)cc1	0	·	·	0	-9	·	9	1
CN1[C@@H]2CC[C@H]1CC(OC(=O)c1c[nH]c3ccccc13)C2 (stereo partly drawn)	-2	0.0	0	-3	0	-24	4	3
O=S(=O)(NCC[C@@H]1CC[C@@H](NS(=O)(=O)c2cccc(Cl)c2)[C@@H](CO)O1)c1cccc(F)c1	1	0.2	·	8	0	1	4	2
COc1cc(C)ccc1OCc1cc(C(=O)NCCN2CCCC(O)C2)no1 (stereo not drawn)	0	1.0	-4	-1	-9	-5	-16	0
C[C@@H]1CCCCO[C@@H](CN(C)C(=O)Nc2ccccc2)[C@H](C)CN([C@H](C)CO)C(=O)c2cc(NS(=O)(=O)c3ccc(Cl)cc3)ccc2O1	1	·	-25[16.7 µM]	2	-63	-20	-5	0
CNC[C@@H]1Oc2ncc(-c3ccc(OC)cc3)cc2C(=O)N([C@H](C)CO)C[C@H]1C	·	-2.1	1[16.7 µM]	1	·	4	-14	·
Cc1cc2c(cc1S(=O)(=O)N1CCN(c3ccccc3F)CC1)OCC(=O)N2	-1	0.6	3	0	-12	-4	4	-1
COc1cc(C(=O)NCCOc2ccc(F)cc2)c(Br)c(OC)c1OC	-3	-0.2	-4	·	-18	-6	·	·
C[C@H]1CN([C@@H](C)CO)C(=O)Cc2cc(NC(=O)C3CCCCC3)ccc2O[C@@H]1CN(C)C(=O)Nc1ccc(F)cc1	-1	-3.1	6[16.7 µM]	-3	1	3	0	-1
COc1ccc(S(=O)(=O)N2C[C@H](O)COC[C@H]3O[C@H](CC(=O)NCc4ccc(Cl)c(Cl)c4)CC[C@@H]32)cc1	-2	0.2	-5[16.7 µM]	10	-13	-3	10	0
Cc1ccc(S(=O)(=O)Nc2cccc(NC(=O)CN3CCCCC3)c2)cc1	·	·	20	9	·	-3	-2	7
Cc1cc2ccccc2c(=O)n1CC(=O)NC1CCCCCC1	·	·	1	-2	·	3	4	0
Cc1ccc(S(=O)(=O)N(C)C[C@H]2Oc3ccc(NC(=O)Nc4ccc(F)cc4)cc3C(=O)N([C@@H](C)CO)C[C@@H]2C)cc1	0	-0.2	-7[16.7 µM]	2	-9	6	2	51
CC1=CC(C)(C)N(S(=O)(=O)c2ccc(C)cc2)c2ccc(C)cc21	·	·	73	-1	·	-41	-1	7
COc1ccc(S(=O)(=O)N2CCN(C(=S)NCCc3ccccc3)CC2)cc1	0	·	6	3	-6	1	3	3
COc1cccc(-c2nc(-c3ccc(C(=O)O)cc3)no2)c1	0	0.2	·	-2	-3	·	4	-5
N#Cc1ccc(C(=O)N2CCN(c3ncccn3)CC2)cc1	3	0.0	1	-2	-6	-1	9	1
Cc1cc(N2CCN(C)CC2)nc2ccc(NC(=S)N3CCN(c4ccc(F)cc4)CC3)cc12	-4	-0.4	8	1	-6	6	-3	2
COC(=O)c1noc(-c2ccc(OC)cc2)n1	·	·	-8	·	·	-2	-6	6
Cc1cc2occ(CC(=O)NNC(=O)c3ccccc3F)c2cc1C	1	·	2	1	-10	·	3	0
C[C@@H]1CN([C@@H](C)CO)C(=O)c2cccc(NC(=O)c3ccncc3)c2O[C@H]1CN(C)Cc1ccccc1	0	0.4	-1[16.7 µM]	0	-4	-5	5	-1
Cc1ccnc(NS(=O)(=O)c2ccc(NC(=O)C3CCCNC3=O)cc2)n1 (stereo not drawn)	·	·	-2	0	·	-3	-5	0
CCCNC(=O)N1C[C@@H](C)[C@H](OC)CN(C)C(=O)c2cc(NS(=O)(=O)CC)ccc2OC[C@@H]1C	0	0.1	1[16.7 µM]	-3	-10	·	-2	-2
O=C(COC(=O)CNC(=O)c1ccco1)NCCN1C(=O)CSC1=O	·	·	4	1	·	5	2	0
O=C(NC1CCSc2ccccc21)c1cc([N+](=O)[O-])ccc1N1CCOCC1 (stereo not drawn)	3	-0.2	-5	1	-10	4	3	-1
COC(=O)c1sc2ccccc2c1NC(=O)c1cccs1	0	·	-7	-4	-2	2	8	-1
COc1ccc(S(=O)(=O)NCC(c2ccc3c(c2)OCO3)N2CCN(c3ccccc3)CC2)cc1 (stereo not drawn)	-1	0.0	·	0	-9	·	-12	-1
CC1CCN(CC(=O)n2c3c(c4ccccc42)CCCC3)CC1	·	·	7	-2	·	-5	8	-1
O=C(C[C@H]1CC[C@H](NC(=O)c2ccc(F)cc2)[C@H](CO)O1)NCCc1ccncc1	-2	-0.4	·	1	5	-10	7	-1
CCN(CC(=O)NC1CCS(=O)(=O)C1)S(=O)(=O)c1cccc(C(C)=O)c1 (stereo not drawn)	-3	10	-4	·	-12	17	·	·
COc1ccc(NC(=O)Nc2ccc3c(c2)C(=O)N(C)C[C@@H](OC)[C@@H](C)CN[C@@H](C)CO3)cc1	·	0.1	4[16.7 µM]	-1	·	-7	0	1
C[C@H](CO)N1C[C@H](C)[C@@H](CN(C)C(=O)Nc2ccc3c(c2)OCO3)OCCCC[C@H](C)Oc2ccc(NC(=O)CCCN(C)C)cc2C1=O	1	0.2	2[16.7 µM]	-2	-44	-2	1	1
CC(C)Cc1ccc(CN2CCCC(NC(=O)CCN3CCCCC3=O)C2)cc1 (stereo not drawn)	-1	·	-1	-7	-10	5	8	2
O=C1NCN(C2CCCCC2)CN1	3	-0.2	·	3	-11	-7	4	-2
CC(C)NC(=O)Nc1ccc2c(c1)C(=O)N([C@@H](C)CO)C[C@@H](C)[C@H](CN(C)C(=O)NC(C)C)OCCCC[C@H](C)O2	0	·	-2[16.7 µM]	1	-6	-8	5	1
CO[C@H]1CN(C)C(=O)c2cc(NC(=O)c3cnccn3)ccc2OC[C@H](C)N(C(C)=O)C[C@@H]1C	3	0.7	·	-3	-22	6	-6	0
CN(C)C(=O)c1cccc(-c2ccc([C@H]3[C@@H](CO)N4CCCCN(CCC(F)(F)F)C[C@@H]34)cc2)c1	-3	-0.4	3[16.7 µM]	3	-1	-1	9	1
C=CCn1c(/N=C/c2ccc(N(C)C)cc2)nc2ccccc21	·	·	-4	2	·	-2	5	-2
O=C(O)c1cccc(NC(=O)C2C3C=CC(C3)C2C(=O)O)c1 (stereo not drawn)	·	·	-4	3	·	-2	6	1
Cc1nnc(SCc2ccc([N+](=O)[O-])cc2)o1	-1	-0.5	·	·	-4	-4	·	·
O=C(Nc1ccc(F)cc1)N[C@@H]1CC[C@H](CC(=O)N2CCCCC2)O[C@H]1CO	1	-0.1	·	3	11	-4	-12	-3
Cc1nc(CS(=O)(=O)c2ccccc2)cc(Sc2ccc(Cl)cc2)n1	·	·	-3	-4	·	-2	3	-2
Cc1cccc(C)c1NC(=O)C1(C)CCC(=O)N1C1CCN(Cc2ccccc2)CC1 (stereo not drawn)	-5	-0.2	12	0	-3	-5	-5	-2
Cc1ccc(S(=O)(=O)N(C)C[C@@H]2OCCCC[C@H](C)Oc3ccc(NC(=O)c4ccncc4)cc3C(=O)N([C@@H](C)CO)C[C@H]2C)cc1	0	-0.1	2[16.7 µM]	6	22	1	-3	11
CCCN1[C@H](C(=O)NCC)[C@@H](CO)[C@@H]2Cn3c(ccc(-c4ccccc4F)c3=O)[C@@H]21	-2	-0.2	-7[16.7 µM]	2	-11	-8	8	0
O=C(Nc1ccccc1Cl)c1ccc2nccnc2c1	-3	0.5	6	3	-21	-4	1	-1
O=C(NCc1ccccn1)C1C2C=CC(C2)C1C(=O)Nc1ccc(F)cc1 (stereo not drawn)	·	·	-3	7	·	4	2	2
Cc1cccc(NC(=O)CN(CCc2ccccc2)S(C)(=O)=O)c1	1	·	·	-5	3	·	1	0
CCOC(=O)COc1ccc(/C=C/[N+](=O)[O-])c(OCC(=O)OCC)c1	·	·	0	1	·	-77	10	-1
CC(=O)c1ccc(NC(=O)CSc2nnc(-c3ccco3)c(-c3ccco3)n2)cc1	4	-2.3	6	6	-14	4	-8	-1
CC(C)(CC(=O)N1CCN(c2ccc(Cl)cc2)CC1)CC1=NS(=O)(=O)c2ccccc2N1	·	·	42	6	·	-5	3	-1
CCCN1C(=O)SC(CC(=O)Nc2ccccc2)C1=O (stereo not drawn)	·	·	-7	2	·	-3	4	0
Cc1c(NC(=O)C(C)OC(=O)c2ccc([N+](=O)[O-])s2)c(=O)n(-c2ccccc2)n1C (stereo not drawn)	0	·	-12	-4	-3	8	2	0

# Taken from the results shown, four compounds:
Compound	ERAP1 HTS inh	E-selectin induc	miR122 inh	PglD inh	RAD52 anneal inh	PGC1a acetyl inh	RAD54 inh	Cneo AK release
O=C(O)c1cccc(NC(=O)C2C3C=CC(C3)C2C(=O)O)c1 (stereo not drawn)	·	·	-4	3	·	-2	6	1
Cc1nnc(SCc2ccc([N+](=O)[O-])cc2)o1	-1	-0.5	·	·	-4	-4	·	·
O=C(Nc1ccc(F)cc1)N[C@@H]1CC[C@H](CC(=O)N2CCCCC2)O[C@H]1CO	1	-0.1	·	3	11	-4	-12	-3
Cc1nc(CS(=O)(=O)c2ccccc2)cc(Sc2ccc(Cl)cc2)n1	·	·	-3	-4	·	-2	3	-2

# The list goes on:
Compound	ERAP1 HTS inh	E-selectin induc	miR122 inh	PglD inh	RAD52 anneal inh	PGC1a acetyl inh	RAD54 inh	Cneo AK release
Cc1cc(=O)oc2c(C)c(OC(C)C(=O)NCC(O)c3ccccc3)ccc12 (stereo not drawn)	-1	0.0	·	-4	-5	·	-1	2
O=C(NCc1ccc(Cl)cc1)c1cc(-c2ccco2)on1	·	·	-1	-5	·	-1	-2	1
CC(C)=CCOc1ccc2ccc(=O)oc2c1	-1	·	-24	1	2	-5	6	1
COc1ccccc1C(=O)Nc1ccnn1C1CCN(C(C)CSC)CC1 (stereo not drawn)	-3	·	-4	2	-97	-2	-9	1

# Rows were taken by chance. Share with any hit: about 1.4%.
